Lamin A splicing = qHTS Assay for Modulators of Lamin A Splicing; HeLa LMNA splicing GFP/RFP minigene ratio, 48 h; Potency, µM (top dose mostly 46.1 µM), inactives show at the highest dose ratio change, negative = inhibition, hits mostly inhibitors; 0.01% of 200,000 active; active = well fitted inhibition curve with a large enough effect in the signal ratio, with a control signal flat, not every such curve was filed as active; inconclusive = small, poorly fitted or top-dose-only effect, or effect the other way, or a change in a side signal; the % refers to the signal ratio; also: potency is read from the fitted curve at half-maximal effect; % is scaled to controls: 0 for no effect and ±100 for the full control effect
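S3 HeLa stable clones carrying a lamin A-EGFP splicing minigene plus DsRed2 were seeded at 600 cells/well in Opti-MEM with 2% FBS, pin-dosed and incubated 48 h at 37°C. Acumen cytometry (488 nm) gave the GFP/RFP total-intensity ratio.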
Epigenetic reg = Quantitative High-Throughput Screen for Regulators of Epigenetic Control. murine LDR cells, GFP reporter derepression, 30 h. Potency, µM (top dose mostly 53.9 µM), inactives show at the top dose GFP activation, most hits filed as activators. 0.2% of 280,000 active; also: potency is read from the fitted curve at half-maximal effect; % of control where 0% means no effect; nearly all actives have a fitted effect of over 60% in size
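In this reporter-derepression format, murine cells bearing a silenced integrated CMV-GFP locus incubate with test compound (30 h, 37 C), then are washed and imaged; fluorescent objects of 20–120 um count as induced cells.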
HttQ103 aggreg = qHTS Multiplex Assay to Identify Dual Action Probes in a Cell Model of Huntington: Aggregate Formation (GFP) | PC12 HttQ103-GFP aggregates, Acumen cytometry, 40 h | Potency, µM (highest dose often 46.1 µM), for inactives: at the top dose activity change, negative = inhibition, usual class: inhibitors | 1.1% of 220,000 active | AID 1688, 2009; also: potency is read from the fitted curve at half-maximal effect; % is scaled to controls: 0 for no effect and ±100 for the full control effect; nearly all actives have a fitted effect of over 60% in size
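Compounds (qHTS titration) were added to PC12 cells expressing an ecdysone-driven HTT exon 1 Q103–GFP fusion after induction with 100 nM tebufenozide. Aggregate formation was measured as GFP objects in cell lysates.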
IMPase Li inh = qHTS Assay for Identifying the Cell-Membrane Permeable IMPase Inhibitors: Potentiation with Lithium; CHO-M1 cells, IP1 TR-FRET (IP-One), carbachol + lithium; Potency, µM (titrated, usually from 59.4 µM), for the others: at the highest dose activity, negative = IMPase inhibition, most hits filed as inhibitors; 0.35% of 210,000 active;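 also: IP1 builds up when IMPase is blocked and the TR-FRET signal falls; potency is read from the fitted curve at half-maximal effect; plate controls were basal vehicle for no effect and high inhibitor control for full effect; nearly all actives have a fitted effect of over 50% in size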
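CHO cells stably expressing M1 receptor (2000/well, cultured 16–30 h) treated 30 min at 37C with compound plus low lithium. Cytosolic IP1 by TR-FRET (665/620 ratio and 620 channel) after 10 min lysis; AC50 by Hill fit.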
Luc counter = Counterscreen for Luciferase (Kinase-Glo TM) Inhibition; 0.28% of 200,000 active; AID 1379, 2008; Potency, µM (series often up to 38.3 µM), for inactives: at the highest dose activity change, negative = inhibition, actives largely listed as inhibitors; Kinase-Glo luciferase, ATP luminescence, 8 min; Luciferin 4-monooxygenase (Photuris pensylvanica), Q27757; also: potency is read from the fitted curve at half-maximal effect; % is scaled to controls: 0 for no effect and ±100 for the full control effect; nearly all actives have a fitted effect of over 60% in size
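Recombinant Kinase-Glo luciferase, 10 uM ATP (linear range), luciferin; imidazole pH 7.2 / KCl / MgCl2 / Tween / BSA buffer; 8 min RT; luminescence.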
NPSR antagonist = qHTS Assay for Antagonists of the Neuropeptide S Receptor: cAMP Signal Transduction | 1% of 220,000 active | Q6W5P4 | Potency, µM (top dose mostly 38.3 µM), for the others: at the top dose activity change, negative = inhibition, actives largely listed as inhibitors | CHO-NPSR cells, cAMP TR-FRET, antagonist mode | AID 1461, 2008; also: potency is read from the fitted curve at half-maximal effect; % is scaled to controls: 0 for no effect and ±100 for the full control effect; nearly all actives have a fitted effect of over 50% in size; many of its hits are not listed in these tables
Target sequence (Q6W5P4 whole entry, looked up): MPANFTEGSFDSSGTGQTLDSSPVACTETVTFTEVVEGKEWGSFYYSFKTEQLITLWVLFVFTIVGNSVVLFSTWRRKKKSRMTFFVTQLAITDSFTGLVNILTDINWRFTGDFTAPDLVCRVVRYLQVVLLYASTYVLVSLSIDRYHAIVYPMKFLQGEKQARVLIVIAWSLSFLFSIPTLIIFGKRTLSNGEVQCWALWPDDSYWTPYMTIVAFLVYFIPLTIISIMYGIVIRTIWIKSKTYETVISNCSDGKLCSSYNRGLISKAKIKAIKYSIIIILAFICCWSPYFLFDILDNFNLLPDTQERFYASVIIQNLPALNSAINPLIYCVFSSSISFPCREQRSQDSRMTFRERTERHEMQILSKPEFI
CBFb RUNX1 block = qHTS Assay for Compounds Blocking the Interaction Between CBF-beta and RUNX1 for the Treatment of Acute Myeloid Leukemia | Runt-related transcription factor 1 (Homo sapiens) + Core-binding factor subunit beta … | AlphaScreen CBFb-His/RUNX1-biotin binding, biochemical | Potency, µM (doses to about 59.8 µM), for inactives: at the top dose activity, negative = inhibition, usual class: inhibitors | 230,000 tested, under 10 active; also: % of control where 0% means no effect
Target sequence (Q01196 whole entry, looked up): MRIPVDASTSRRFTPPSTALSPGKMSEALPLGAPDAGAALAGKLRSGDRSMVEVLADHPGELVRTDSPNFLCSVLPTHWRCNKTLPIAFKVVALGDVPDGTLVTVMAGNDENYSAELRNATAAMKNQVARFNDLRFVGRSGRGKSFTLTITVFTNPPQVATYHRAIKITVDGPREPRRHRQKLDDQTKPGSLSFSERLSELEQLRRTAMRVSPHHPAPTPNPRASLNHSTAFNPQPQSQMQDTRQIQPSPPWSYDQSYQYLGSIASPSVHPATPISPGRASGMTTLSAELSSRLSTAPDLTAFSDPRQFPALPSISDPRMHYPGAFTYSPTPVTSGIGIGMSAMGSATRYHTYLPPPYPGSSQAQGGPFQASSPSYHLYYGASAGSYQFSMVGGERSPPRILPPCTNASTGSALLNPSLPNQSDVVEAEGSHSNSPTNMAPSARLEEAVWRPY
Target sequence (Q13951 whole entry, looked up): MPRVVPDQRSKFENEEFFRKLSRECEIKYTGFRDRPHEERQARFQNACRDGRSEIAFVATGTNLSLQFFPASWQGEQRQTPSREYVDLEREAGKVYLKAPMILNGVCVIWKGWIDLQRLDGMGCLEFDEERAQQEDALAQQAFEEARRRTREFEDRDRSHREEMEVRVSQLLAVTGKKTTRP
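Read-out: AlphaScreen. Format: His-CBF-beta with biotinylated RUNX1 (30 nM each) preincubated 20 min, compound 15 min, Ni-chelate plus streptavidin beads 90 min; room temperature throughout.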
* = called active by the depositor; ? = inconclusive; . = no result given; & = joins results of further samples; [ ] = dose if it differs, or a comment. Unless noted, calls follow the shape of the dose curve; as a rule, active = well fitted curve in the direction sought with a large enough effect; inconclusive = small, poorly fitted or top-dose-only effect, or another doubt; inactive = no such curve, though single readings can be large; an effect the other way counts as inactive or inconclusive. Only part of the results is shown; rates above refer to the full screens.

SMILES	Lamin A splicing	Epigenetic reg	HttQ103 aggreg	IMPase Li inh	Luc counter	NPSR antagonist	CBFb RUNX1 block
COc1cccc(C(=O)/C=C/c2ccc(OCC#N)c(OC)c2)c1	?	0.9%	0%	18%	-3%	7%	2%
NC(=O)c1ccsc1NC(=O)COC(=O)Cc1cccc2ccccc12	?	-1.3%	9%	20%[38.3 µM]	-3%	0%[46.1 µM]	2%
Cc1cc(C)n(CC(O)COc2cccc(OCC(O)Cn3nc(C)cc3C)c2)n1 (configuration not stated)	?	-0.5%	-9%	-3%[38.3 µM]	16%	-13%[46.1 µM]	2%
Cc1cc(C)n(C(=O)c2c([N+](=O)[O-])cnn2C)n1	-10%	-5.9%	15%	-4%	-2%	7%[46.1 µM]	21%
Cc1cccc(C)c1NC(=S)NCc1ccccc1	9%[46 µM]	9.1%	-15%[9.22 µM]	15%	-4%	38%	-7%
Cc1cccc(-n2c(C)nc3sccc3c2=O)c1	-3%	-3.4%	1%	-11%[38.3 µM]	0%	0%[46.1 µM]	-1%
CN(CC(=O)O/N=C(\N)c1ccc([N+](=O)[O-])cc1)S(=O)(=O)c1ccc2ccccc2c1	0%	0.7%	18%	18%[38.3 µM]	-3%	-8%[46.1 µM]	-4%
COc1ccc(NS(=O)(=O)c2ccc(NC(=S)NC(=O)c3ccc(F)cc3)cc2)nn1	-10%	-1.2%	15%	2%	-6%	-10%	4%
O=c1cc(N2CCc3ccccc32)[nH]c(=O)n1Cc1ccc(F)cc1	-1%	1.3%	-3%	7%[38.3 µM]	2%	-15%[7.67 µM]	-14%
CC1CCCC(C)N1C(=O)CN1C(=O)C(C)(C)Oc2ccc(C(=O)NC3CCCCC3)cc21 (configuration not stated)	8%	-0.7%	?	-7%[38.3 µM]	0%	-11%[46.1 µM]	2%
O=C(NNS(=O)(=O)c1ccccc1)c1cccs1	-6%	0.0%	-3%	8%	1%	15%	-4%
NC(=O)C1CCN(C(=O)c2ccc(CS(=O)(=O)c3c(Cl)cccc3Cl)o2)CC1	1%	0.8%	26%	14%[38.3 µM]	2%	6%[46.1 µM]	-6%
CC(=O)/C(=N/Nc1ccccc1Cl)Sc1nnc(C(O)c2ccccc2)n1-c1ccccc1 (configuration not stated)	-3%	0.0%	-4%	9%	0%	-6%	-9%
COc1ccc(/C=C/C(=O)Nc2ccc(N3CCOCC3)cc2)cc1	0%	0.0%	26%	-7%	-2%	-7%	11%
O=c1c2cnn(-c3ccccc3)c2nc(-c2ccco2)n1-c1ccccc1	?	0.0%	?	44%[activator][38.3 µM]	-3%	-28%[46.1 µM]	-9%
COCCn1c(SCC(=O)NCC2CCCO2)nc2c(c1=O)SC(C)C2 (configuration not stated)	-11%	0.0%	-18%	2%[38.3 µM]	-4%	4%[46.1 µM]	16%
CCOC(=O)C1=C(C)Nc2ncnn2C1c1ccc2c(c1)OCO2 (configuration not stated)	4%	-1.1%	-4%	15%[38.3 µM]	2%	-9%[46.1 µM]	2%
Nc1n[nH]c(C2CC2)c1N=Nc1ccc(Cl)cc1	?	2.1%	-15%[9.22 µM]	.	.	21%	-23%
CCN1CCCC1CNC(=O)CCc1nc(-c2ccc(C)cc2)no1 (configuration not stated)	14%	0.0%	-2%	1%[38.3 µM]	10%	-8%[46.1 µM]	1%
Cc1ccc(N=Cc2c(O)cc(C)oc2=O)c(C)c1	-12%[46 µM]	-0.4%	?	9%	4%	-3%	3%
O=C(CCN1C(=O)C2CC=C(Cl)CC2C1=O)Nc1ccccc1O (configuration not stated)	-3%	-1.0%	-5%	19%[38.3 µM]	3%	-4%[46.1 µM]	-1%
COc1ccc(S(=O)(=O)N2CCCCC2)cc1NC(=O)CN(C)C1CCCCC1	.	-1.6%	2%	3%	-1%	-49%	0%
Cc1cccn2c(CN(C)CC3Cc4ccccc4O3)c(C(=O)N3CCCCC3)nc12 (configuration not stated)	.	-2.3%	21%[9.22 µM]	2%	.	49%	7%
C=CCn1c(O)c(N=NC(=O)c2ccccc2NS(=O)(=O)c2cccs2)c2ccccc21	-7%	2.6%	23%	.	.	-19%[46.1 µM]	-1%
O=C(COC(=O)c1cccc(S(=O)(=O)N2CCOCC2)c1)Nc1ncc(C(F)(F)F)cc1Cl	0%	0.1%	-10%	17%[38.3 µM]	-6%	-12%[46.1 µM]	-2%
CCSc1ccc(-c2cccc([N+](=O)[O-])c2)nn1	.	-3.3%	27%	0%	-1%	13%	0%
COC(=O)COc1ccc2c(=O)c(-c3ccccc3)coc2c1	.	-1.1%	-14%[9.22 µM]	.	.	-24%	9%
O=C(OCCN1C(=O)c2ccccc2C1=O)c1cnccn1	-2%	-5.4%	21%	-3%[38.3 µM]	0%	-11%[46.1 µM]	0%
O=S(=O)(c1ccc(Cl)cc1)N1CCC(n2cccc2)CC1	.	-1.4%	-17%[9.22 µM]	.	.	2%[7.67 µM]	-8%
COC(=O)[C@@]1(Cc2ccc(F)cc2)[C@H]2c3cc(C(=O)N(C)C)n(CC4CC4)c3C[C@H]2CN1C(=O)c1ccccc1	.	3.9%	.	2%	-7%	.	-10%
CCOC(=O)CC(NC(=O)c1cc2cc(Br)ccc2oc1=O)c1cccc([N+](=O)[O-])c1 (configuration not stated)	-16%	1.0%	-9%	?	3%	0%	5%
CN(C)c1ccc(NC(N)=S)cc1	-8%	-3.2%	0%	30%[activator]	-7%	-36%	12%
CC(C)(C)c1ccc(C(=O)N2CCN(c3nc4ccccc4o3)CC2)cc1	?	0.8%	?	11%[38.3 µM]	-2%	-2%[46.1 µM]	2%
O=C1CCc2cc(S(=O)(=O)N3CCC(C(=O)NC4CCCc5ccccc54)CC3)ccc2N1 (configuration not stated)	-2%	0.0%	?	-9%[38.3 µM]	8%	-21%[46.1 µM]	2%
CC(C)CN1C(=O)c2ccc(C(=O)Nc3c[nH]c(=O)[nH]c3=O)cc2C1=O	13%[46 µM]	0.0%	-22%	-2%	-2%	14%	2%
CCc1ccc(NC(=O)C(C)OC(=O)C2CCC(=O)N2)cc1 (configuration not stated)	.	-4.7%	3%	-3%	-1%	17%	26%
CCN1CCN(Cc2ccc(NC(=O)c3ccc(C)c(NC(=O)c4nccn4C)c3)cc2C(F)(F)F)CC1	.	14%	-16%[9.22 µM]	.	.	-11%	12%
Cc1cc(C(=O)OCC(=O)Nc2ccc(F)c(F)c2)c(C)o1	-3%	-8.6%	-3%	23%[38.3 µM]	0%	-10%[46.1 µM]	6%
COc1ccc(OC)c(S(=O)(=O)N2Cc3ccccc3CC2C(=O)Nc2nccs2)c1 (configuration not stated)	-13%	-1.0%	-17%	7%[38.3 µM]	6%	-11%[46.1 µM]	1%
Cc1ccc(SCc2nc(N)nc(Nc3ccccc3C)n2)c(C)c1	?	0.0%	4%	10%	5%	-23%	0%
CCCn1c(CNC(=O)Cc2ccccc2)nc2ccccc21	9%	0.0%	5%	20%[38.3 µM]	-3%	-6%[46.1 µM]	3%
C=CCSc1nnc2c(n1)OC=Nc1ccccc1-2	6%	0.0%	0%	25%[38.3 µM]	-10%	13%[46.1 µM]	2%
Cc1ccc(S(=O)(=O)/C(C#N)=C/c2c(N3CCOCC3)nc3c(C)cccn3c2=O)cc1	.	3.7%	7%[9.22 µM]	.	.	29%	-15%
CCOC(=O)c1c(NC(=O)CN(C)C)sc(C(=O)N(CC)CC)c1C	5%[0.0737 µM]	3.8%	-7%	-17%[38.3 µM]	-4%	-14%[46.1 µM]	?
O=C(CC1C(=O)NCCN1Cc1c(F)cccc1Cl)NCCCn1cccn1 (configuration not stated)	.	0.0%	-14%[9.22 µM]	.	.	13%	8%
O=c1c2sc3ccccc3c2[nH]c(=S)n1CCN1CCOCC1	12%[46 µM]	0.1%	-9%	-5%	0%	-34%	1%
CC(C)NCC(O)(c1ccc(Cl)cc1)c1ccc(Cl)cc1	-9%[46 µM]	-0.4%	-6%	4%	1%	-39%	11%
O=C(Cn1c(=O)oc2cc(S(=O)(=O)N3CCCC3)ccc21)NCc1ccc(F)cc1	-15%	-2.5%&-1.8%	-29%	-2%[38.3 µM]	-1%	2%[46.1 µM]	-1%
CCn1c(SCc2ccccc2)nnc1-c1cccs1	?	1.0%	?	0%	4%	7%[46.1 µM]	2%
COc1ccc(-c2cn3cc(C)ccc3n2)cc1Br	-1%	-1.8%	32%	2%	-16%	12%	-6%
CN1/C(=C\C=C(C#N)C#N)C(C)(C)c2ccccc21	.	25µM*	?	-14%	-1%	-8%	8%
CCn1c(SCC(=O)NC2CCCc3ccccc32)nnc1-c1ccncc1 (configuration not stated)	-4%	0.0%	-2%	-4%	0%	25%	0%
CCN(CC)C(=O)CSc1nc2sc3c(c2c(=O)n1-c1ccc(C)cc1)CC(C)(C)SC3	18%	-2.8%	2%[9.22 µM]	2%[38.3 µM]	7%	?	-2%
Cc1cccc(-c2nc(CSCC(=O)N3CCN(c4ccccn4)CC3)c(C)o2)c1	7%	1.9%	?	24%[38.3 µM]	0%	-15%[46.1 µM]	-5%
COc1ccc2c(=O)c3c(=O)n(Cc4ccco4)c(-c4ccc(C)cc4)nc3oc2c1	9%	3.0%	-7%	29%[38.3 µM]	-2%	?	0%
Cc1ccc(S(=O)(=O)NCc2ccc(C(=O)NC3CC3)cc2)cc1	-2%	1.0%	-3%	-5%	1%	3%	-3%
CCSc1nc2ccccc2n1C(=O)/C=C\c1ccc(OC)c(OC)c1	?	2.9%	?	13%[38.3 µM]	-2%	?	2%

Part of the list above, showing only Lamin A splicing and CBFb RUNX1 block:
SMILES,Lamin A splicing,CBFb RUNX1 block
COc1ccc2c(=O)c3c(=O)n(Cc4ccco4)c(-c4ccc(C)cc4)nc3oc2c1,9%,0%
Cc1ccc(S(=O)(=O)NCc2ccc(C(=O)NC3CC3)cc2)cc1,-2%,-3%
CCSc1nc2ccccc2n1C(=O)/C=C\c1ccc(OC)c(OC)c1,?,2%

Compound activity deposited in PubChem BioAssay by National Center for Advancing Translational Sciences (NCATS).
